# Screening data: PubChem, several laboratories
# NPY-Y2 antag – NPY-Y2 receptor antagonists, primary screen, cell-based. NPY-Y2 expressing cells, antagonist mode. inhibition, % at 2.7 µM. 140,000 tested, 0.99% active; in the data active = inhibition above about 17%;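 also: 0% = vehicle with agonist challenge and 100% = reference antagonist with challenge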
# Target sequence (P49146 whole entry, looked up): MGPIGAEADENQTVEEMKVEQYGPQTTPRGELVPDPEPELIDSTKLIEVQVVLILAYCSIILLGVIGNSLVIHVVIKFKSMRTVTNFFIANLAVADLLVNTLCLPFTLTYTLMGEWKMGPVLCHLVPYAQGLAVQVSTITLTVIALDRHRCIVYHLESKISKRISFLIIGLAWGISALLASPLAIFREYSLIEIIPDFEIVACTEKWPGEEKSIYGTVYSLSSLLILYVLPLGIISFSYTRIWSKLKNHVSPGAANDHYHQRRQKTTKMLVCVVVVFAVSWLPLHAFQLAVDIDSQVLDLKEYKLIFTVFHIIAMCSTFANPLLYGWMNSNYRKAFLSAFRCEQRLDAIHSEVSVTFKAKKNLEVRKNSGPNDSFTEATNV
# Phagocytosis inh – inhibitors of macrophage phagocytosis, primary screen, imaging, J774A.1 cells, IgG beads. inhibition, % at 5 µM. J774A.1 macrophage IgG-bead phagocytosis. 110,000 tested, 0.07% active;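 active = inhibition above the mean of the plate negative controls plus 5 SD, cut at about 13% in these data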;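 also: phagocytic index as fraction of beads internalized from green versus red external bead signal; plate controls were DMSO negative control for no effect and cytochalasin-D positive control for full effect; some results beyond the cut were filed as inactive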
# Measles CPE – compounds protecting cells from measles virus cytopathic effect, primary screen, measles RdRp inhibitor project, single point, MLSMR library, absorbance; Measles virus-infected cells, CPE protection; protection (pct of control), % at 4 µM; 140,000 tested, 1.5% active; AID 841, 2007; in the data active = protection mostly above about 24%, no sharp cut-off; inactive = mostly below about 26%; also: some compounds called inactive have numbers as strong as hits
# Yeast lifespan up – compounds extending yeast replicative lifespan, primary screen, S. cerevisiae, OD615; inhibition of the nicotinamide effect, % at 10 µM; 130,000 tested, 0.68% active; AID 775, 2007; S. cerevisiae growth with nicotinamide; deaD strain in restrictive glucose medium;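 active = inhibition above a set limit, placed 3 SD over the median of all compounds, cut at about 26% in these data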;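 also: 0% = nicotinamide-treated wells and 100% = cells grown without nicotinamide; some compounds called inactive have numbers as strong as hits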
#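 Material: Modified budding yeast, DeaD strain | Medium: Restrictive glucose medium | Probe or stimulus: 1.5 mM nicotinamide | Dosing: Single dose 10 µM compound, 0.25% DMSO | Times: 48 h at 30 °C | Technique: OD615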
# BB579 growth dn – growth inhibitors of yeast BB579 in restrictive medium, primary screen, yeast lifespan-shortening project, S. cerevisiae | 140,000 tested, 0.51% active | inhibition, % at 10 µM | AID 804, 2007 | OD615, 48 h;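 active = inhibition above a set limit, 3 SD over the mean compound inhibition, cut at about 44% in these data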; also: inactives centre near -24
#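 Test system: S. cerevisiae DeaD strain BB579 yeast; Medium: restrictive CSMM-D medium; Compound: one dose, 10 µM compound with 0.25% DMSO; Incubation: 4 h cell preincubation, 48 h compound exposure, 30 °C humidified; Signal: OD at 615 nm; Benchmarks: amphotericin B at 10 µg/mL as positive control.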
# HCT116 bCat-KO – primary screen for growth suppressors in beta-catenin knockout HCT116 cells (colon tumor, human); 140,000 tested, 1.5% active; viability, % at 10 µM; AID 818, 2007; HCT116 beta-catenin knockout viability, CellTiter-Glo, 60 h; stronger effect = lower value;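 active = viability at or under a set limit, the compound median less 4 SD, cut at about 6% in these data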;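 also: 0% = Hyamine 1622 control at 20 µM and 100% = untreated cell control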
# MRP1 act – H69AR viability gain despite doxorubicin, primary screen, MRP-1 activator project, H69AR cells, CellTiter-Glo; 140,000 tested, 0.61% active; viability increase, % at 10 µM; viability rescue;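 active = viability gain under doxorubicin at or above a set limit, the compound median plus 3 SD, cut at about 4.7% in these data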;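 also: MRP-1 overexpressing cells given doxorubicin 25 µM after compound pretreatment; 18-22 h compound pretreatment then 72 h with doxorubicin before readout; 0% = doxorubicin-only wells and 100% = vehicle-treated cells without doxorubicin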
# E-sel TNF inh – E-selectin induction blockers in HUVEC – imaging, immunofluorescence, high content, primary screen | HUVEC TNFa-induced E-selectin immunofluorescence | inhibition, % at 2 µM | 120,000 tested, 0.71% active | AID 1246, 2008;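 active = inhibition above the batch mean plus 3 SD, and confirmed as a hit on visual image review, cut at about 43% in these data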;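 also: 0% = TNF-stimulated DMSO wells and 100% = unstimulated control wells; not every result past the cut was called active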
# PTEN del growth – growth suppression of PTEN-null HCT116, primary screen, cell-based, CellTiter-Glo; viability, % at 10 µM; HCT116 PTEN-null viability, 60 h; stronger effect = lower value; AID 827, 2007; 140,000 tested, 1.2% active;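 active = viability at or below a set limit, 4 SD under the median of all tested compounds, cut at about 3.7% in these data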;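 also: PTEN knockout HCT116 line with beta catenin targeted HCT116 as companion control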
# GALR2 antag – GALR2 antagonists in receptor-expressing cells, primary screen | Galanin receptor type 2 (Homo sapiens), O43603 | antagonist mode | inhibition, % at 4 µM | 140,000 tested, 0.39% active | AID 828, 2007; in the data active = inhibition above about 27%;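 also: cells stimulated with galanin 1-16 at roughly its EC80; 0% = agonist challenge control and 100% = basal control without agonist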
# Target sequence (O43603 whole entry, looked up): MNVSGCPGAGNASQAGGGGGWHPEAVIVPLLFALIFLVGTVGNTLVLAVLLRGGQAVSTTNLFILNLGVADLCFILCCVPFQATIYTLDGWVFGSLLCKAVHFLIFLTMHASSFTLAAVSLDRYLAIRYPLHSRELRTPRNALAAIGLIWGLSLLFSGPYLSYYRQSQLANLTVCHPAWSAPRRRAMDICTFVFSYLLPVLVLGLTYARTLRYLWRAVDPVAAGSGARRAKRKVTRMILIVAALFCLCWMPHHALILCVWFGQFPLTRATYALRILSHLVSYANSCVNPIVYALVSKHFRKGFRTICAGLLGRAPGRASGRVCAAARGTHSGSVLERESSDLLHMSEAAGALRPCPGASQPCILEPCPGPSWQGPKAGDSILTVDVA
# Active calls of the source: *; · = not tested or not shown.
No.	SMILES	NPY-Y2 antag	Phagocytosis inh	Measles CPE	Yeast lifespan up	BB579 growth dn
1	CCOC(=O)C1C(=O)C=C(c2ccc(C)cc2)CC1c1ccco1 (stereo not given)	5	·	8	-17	-5
2	O=C(Nc1nnc(C2CC2)s1)c1cc2c(s1)CCCCCC2	-2	-1	15	-9	-77
3	Clc1ccc(OCCSc2ncccn2)c2ccccc12	1	0	20	-27	-13
4	O=C(COC(=O)C1CCN(S(=O)(=O)c2ccccc2)CC1)NC(=O)c1ccc(OC(F)F)cc1	4	-10	23	0	-25
5	CCOc1c(Cl)cc(C2NC(=O)NC(C)=C2C(=O)NCc2ccccc2)cc1OC (stereo not given)	1	-1	12	-7	-23
6	CCN(CC)CCOC(=O)C12CC3CC(CC(C3)C1)C2	2	0	5	-8	3
7	N=C1C(c2nc(-c3ccc(Cl)cc3)cs2)=C(O)CN1CCCN1CCOCC1	-1	5	11	-14	-19
8	CCc1nnc(NC(=O)CSc2ccc(-c3nc4ccc(C)cc4[nH]3)cn2)s1	4	22	1	-4	-9
9	CCN(C(=O)CN1CCOCC1)C1(C)C(=O)c2ccccc2C1=O	1	-2	8	2	-23
10	Cc1ccc(NC(=O)NC(=O)CSc2nnc(-c3ccc(OC(F)F)cc3)n2N)c(C)c1	1	-4	15	5	3

No.	HCT116 bCat-KO	MRP1 act	E-sel TNF inh	PTEN del growth	GALR2 antag
1	80	1.0	-1	63	-11
2	40	-0.7	·	52	2
3	74	5.0*	13	85	-5
4	97	-0.8	-1	108	5
5	94	-2.2	6	97	-11
6	99	-0.8	10	95	-11
7	56	-2.3	-7	60	4
8	80	0.6	·	84	3
9	105	1.4	·	105	3
10	96	1.9	36	88	-3

# More entries follow:
No.	SMILES	NPY-Y2 antag	Phagocytosis inh	Measles CPE	Yeast lifespan up	BB579 growth dn
11	O=C(CCCc1c[nH]c2ccccc12)N1CCOCC1	-2	-1	3	-23	-12
12	Cc1ccc(C2OCC3(CO)COC(c4ccc(C)cc4)N23)cc1 (stereo not given)	1	1	22	-10	-2
13	Cc1ccc(NC(=O)[C@@H](NC(=O)c2cccc(S(=O)(=O)N3CCOCC3)c2)C(C)C)cc1C	5	-4	16	9	-39
14	COc1ccc2[nH]c(=O)c(-c3noc(-c4ccc(F)cc4)n3)cc2c1	2	0	9	-20	-15
15	Cc1ccc(S(=O)(=O)N2C(=O)CCC2C(=O)NCc2ccco2)cc1 (stereo not given)	6	1	1	-6	-45
16	COc1ccc(Nc2cc(=O)n(C3CCCCC3)c(=O)[nH]2)c(OC)c1	2	·	11	-9	-23
17	CSc1c(SCc2ccccc2)cnn(-c2ccccc2)c1=O	3	-7	3	0	-22
18	CC(C)(C)[Si](OCC[C@@H]1C[C@@]1(C)[C@@H](NP(=O)(c1ccccc1)c1ccccc1)c1ccccc1)(c1ccccc1)c1ccccc1	-5	·	5	4	-2
19	CCn1c(SCC(=O)NCc2ccco2)nnc1-c1cccs1	3	8	9	-7	-4
20	COc1ccc(O)c(-c2cc(-c3ccccc3[N+](=O)[O-])[nH]n2)c1	-7	-10	8	-4	-28

No.	HCT116 bCat-KO	MRP1 act	E-sel TNF inh	PTEN del growth	GALR2 antag
11	95	-1.2	-4	90	10
12	103	0.5	·	92	1
13	51	-3.1	8	30	0
14	89	-0.2	-35	95	11
15	93	-1.2	-5	122	-15
16	85	-4.6	·	77	-17
17	93	-1.8	17	85	2
18	11	-4.5	-3	17	4
19	86	-1.0	20	87	-3
20	93	0.8	·	81	11

# Some of the entries so far, with values under each structure:
# The line under a structure holds: NPY-Y2 antag	Phagocytosis inh	Measles CPE	Yeast lifespan up	BB579 growth dn	HCT116 bCat-KO	MRP1 act	E-sel TNF inh	PTEN del growth	GALR2 antag
13. Cc1ccc(NC(=O)[C@@H](NC(=O)c2cccc(S(=O)(=O)N3CCOCC3)c2)C(C)C)cc1C
→ 5	-4	16	9	-39	51	-3.1	8	30	0
14. COc1ccc2[nH]c(=O)c(-c3noc(-c4ccc(F)cc4)n3)cc2c1
→ 2	0	9	-20	-15	89	-0.2	-35	95	11
15. Cc1ccc(S(=O)(=O)N2C(=O)CCC2C(=O)NCc2ccco2)cc1 (stereo not given)
→ 6	1	1	-6	-45	93	-1.2	-5	122	-15

# (list continues)
No.	SMILES	NPY-Y2 antag	Phagocytosis inh	Measles CPE	Yeast lifespan up	BB579 growth dn
21	O=C(O)c1cccc(NC(=S)NC(=O)C(c2ccccc2)c2ccccc2)c1	0	-4	21	4	-29
22	Cc1ccc(-c2nnn(CCC(=O)Nc3ccc4c(c3)OCO4)n2)cc1	11	0	14	0	-40
23	Cc1ccccc1C(=O)Nc1ccc(Cl)cn1	-1	0	6	-29	-3
24	O=C(NNC(=S)Nc1ccc(Br)cc1Cl)c1ccco1	9	5	3	-9	3
25	CCc1ccc(Cn2nnc(C(=O)Nc3cccc(C)c3)c2N)cc1	2	0	16	6	-30
26	CCC(Oc1ccc2c(=O)c(-c3ccccc3OC)coc2c1)C(=O)OCc1ccccc1 (stereo not given)	37*	-6	4	4	-29
27	COC(=O)c1sccc1-n1cccc1C(=O)NCc1ccccc1	1	0	13	-22	-49
28	CCSc1nc(C(F)(F)F)cc(=O)n1-c1ccccc1	-1	·	9	13	-73
29	Cc1nc2ccccc2n1CC(=O)NCCN1CCCC1	2	·	4	-5	-36
30	Cc1ccc(-c2csc3nnc(SCC(=O)NCc4ccco4)n23)cc1	2	0	3	-9	-42

No.	HCT116 bCat-KO	MRP1 act	E-sel TNF inh	PTEN del growth	GALR2 antag
21	98	-3.4	-2	92	-8
22	103	-2.3	-28	98	3
23	99	1.3	25	83	-17
24	102	-0.1	-3	110	2
25	99	0.0	-3	107	2
26	70	0.9	·	72	6
27	100	-0.5	-46	102	-12
28	98	-4.5	20	94	1
29	94	-1.5	-4	93	21
30	97	-2.7	-7	101	-5

# Next results.
No.	SMILES	NPY-Y2 antag	Phagocytosis inh	Measles CPE	Yeast lifespan up	BB579 growth dn
31	O=C(Nc1nc2ccccc2[nH]1)c1ccccc1F	-1	4	5	-5	-19
32	CCc1nc(C)cn1S(=O)(=O)c1cc(C)c(OC)c(C)c1C	8	-1	38	2	-23
33	Cc1ccc(-c2nnc(-c3ccc(NC(=O)c4cccs4)cc3)o2)cc1	7	1	4	-14	-12
34	COc1cccc(C(=O)NC(=S)NCc2ccco2)c1	2	-1	26	-7	-38
35	O=c1c2ccccc2c(-c2ccccc2)nn1-c1ccc(Cl)c(Cl)c1	-1	·	9	-17	3
36	COc1ccc(C(=O)COC(=O)CN2C(=O)C3C4C=CC(C4)C3C2=O)cc1 (stereo not given)	-5	-2	36	-4	-43
37	COc1ccc2[nH]cc(C(O)CN3CCC(C(N)=O)CC3)c2c1 (stereo not given)	3	1	10	-20	-6
38	CC1(C)CC(=O)C2=C(C1)OC(N)=C(C#N)C2c1cn(-c2ccccc2)nc1-c1ccccc1 (stereo not given)	3	-10	7	11	-12
39	CCOC(=O)c1oc2c(CN3CCN(C)CC3)c(O)ccc2c(=O)c1-c1ccccc1OC	0	0	16	13	-33
40	C/C(=N\NC(=O)c1cccc(Cl)c1)c1cccc(NC(=O)c2ccco2)c1	5	0	12	-14	-13

No.	HCT116 bCat-KO	MRP1 act	E-sel TNF inh	PTEN del growth	GALR2 antag
31	14	-5.4	·	16	-8
32	38	-2.6	3	54	6
33	2.0*	-6.8	-25	6	-13
34	88	-2.6	1	107	2
35	91	2.6	·	72	2
36	90	0.0	-5	104	3
37	91	-2.6	28	86	-8
38	21	-4.4	·	22	-12
39	96	-1.6	·	107	0
40	102	0.8	-25	87	2

# (further entries)
No.	SMILES	NPY-Y2 antag	Phagocytosis inh	Measles CPE	Yeast lifespan up	BB579 growth dn
41	Nc1cccc(C2=Nc3cccc4cccc(c34)N2)c1	3	-7	21	0	-31
42	CCN(CC)c1nc(C)nc2c1cnn2CCc1ccccc1	2	0	33	-13	-9
43	Cc1nc2ncnn2c(C)c1CCC(=O)NCc1ccco1	0	-1	3	-21	19
44	O=c1c2c3c(sc2nc2sc(CN4CCOCC4)cn12)CCCC3	3	2	14	-15	-100
45	CCOC(=O)NC(c1ccccc1)C1CCCCC1=O (stereo not given)	-2	·	11	-17	-29
46	COc1ccccc1-c1nn2c(C3COc4ccccc4O3)nnc2s1 (stereo not given)	10	1	4	-29	-22
47	COC(=O)N/N=C\C=C\c1ccc2c(c1)OCO2	7	·	2	-26	-18
48	COc1cc(/C=N/NC(=O)c2ccc(=O)[nH]n2)ccc1O	1	-6	8	-3	-41
49	Cc1cc(NC(=O)C(C)C)ncc1NC(=O)c1cccc(F)c1	13	1	22	1	-26
50	N#CC1(C#N)C(C(N)=O)C1c1ccccc1 (stereo not given)	3	1	9	1	-12

No.	HCT116 bCat-KO	MRP1 act	E-sel TNF inh	PTEN del growth	GALR2 antag
41	88	1.9	-1	97	7
42	78	1.8	-20	84	-9
43	88	-3.2	-10	89	12
44	103	-0.4	-17	108	6
45	90	-0.6	-8	84	1
46	87	-3.4	-6	71	9
47	100	-0.3	-8	93	8
48	81	-0.3	·	85	-4
49	81	0.3	·	97	4
50	88	-0.9	·	84	-3

# Carrying on:
No.	SMILES	NPY-Y2 antag	Phagocytosis inh	Measles CPE	Yeast lifespan up	BB579 growth dn
51	COc1ccc(C(=O)Oc2ccc(/C=N/O)cc2)cc1	8	0	6	-15	-40
52	Fc1cccc(Cn2ccc(-c3ccc4c(c3)OCO4)n2)c1	3	-1	4	-21	-34
53	O=C(OCC1CC(c2ccccc2)=NO1)c1ccc(Br)cc1 (stereo not given)	18*	-7	12	-2	-26
54	COc1ccc(OC)c(C2N(c3cc(C)on3)C(=O)C3CCCN32)c1 (stereo not given)	5	·	5	4	-32
55	Cc1ccc(C)c(NC(=O)c2ccc3ccccc3n2)c1	13	-1	7	-11	-34
56	COc1ccc(N2CCN(Cc3cc(=O)oc4cc(C)c(Cl)cc34)CC2)cc1	2	-2	32	3	-47

No.	HCT116 bCat-KO	MRP1 act	E-sel TNF inh	PTEN del growth	GALR2 antag
51	97	0.3	-14	110	11
52	93	-1.9	·	90	5
53	94	-1.1	-12	100	7
54	97	-2.2	·	104	-2
55	86	-1.9	-19	78	2
56	90	-1.4	-21	94	2

# Record cards, from the list above. Order of screens: NPY-Y2 antag, Phagocytosis inh, Measles CPE, Yeast lifespan up, BB579 growth dn, HCT116 bCat-KO, MRP1 act, E-sel TNF inh, PTEN del growth, GALR2 antag
# Cc1nc2ncnn2c(C)c1CCC(=O)NCc1ccco1 is listed as 0, -1, 3, -21, 19, 88, -3.2, -10, 89, 12
# N=C1C(c2nc(-c3ccc(Cl)cc3)cs2)=C(O)CN1CCCN1CCOCC1 is listed as -1, 5, 11, -14, -19, 56, -2.3, -7, 60, 4
